Autofluor 339 – intrinsic fluorescence of library compounds, ex339/em460 – biochemical, MLSMR library, data from DPM-DC assay, artefact control, profiling panel; compound autofluorescence, ex339/em460 nm, NADH buffer; stronger effect = higher value; 1 = no-compound wells, NADH background; fluorescence fold increase at 10 µM; 65,000 tested, 5.5% active; AID 709;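 active = at 10 µM, mean starting fluorescence two-fold or more over control wells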;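 note: signal is the first read of a kinetic run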
E coli RNAP – blocks E. coli RNA polymerase transcription; P0A8V2; 62,000 tested, 0.2% active; inhibition, %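 (tested at 10 µM)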; fluorescence transcription assay; in the data active = inhibition above about 20%;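 note: 0% = enzyme without compound and 100% = no enzyme blank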
Target sequence (P0A8V2 whole entry, looked up): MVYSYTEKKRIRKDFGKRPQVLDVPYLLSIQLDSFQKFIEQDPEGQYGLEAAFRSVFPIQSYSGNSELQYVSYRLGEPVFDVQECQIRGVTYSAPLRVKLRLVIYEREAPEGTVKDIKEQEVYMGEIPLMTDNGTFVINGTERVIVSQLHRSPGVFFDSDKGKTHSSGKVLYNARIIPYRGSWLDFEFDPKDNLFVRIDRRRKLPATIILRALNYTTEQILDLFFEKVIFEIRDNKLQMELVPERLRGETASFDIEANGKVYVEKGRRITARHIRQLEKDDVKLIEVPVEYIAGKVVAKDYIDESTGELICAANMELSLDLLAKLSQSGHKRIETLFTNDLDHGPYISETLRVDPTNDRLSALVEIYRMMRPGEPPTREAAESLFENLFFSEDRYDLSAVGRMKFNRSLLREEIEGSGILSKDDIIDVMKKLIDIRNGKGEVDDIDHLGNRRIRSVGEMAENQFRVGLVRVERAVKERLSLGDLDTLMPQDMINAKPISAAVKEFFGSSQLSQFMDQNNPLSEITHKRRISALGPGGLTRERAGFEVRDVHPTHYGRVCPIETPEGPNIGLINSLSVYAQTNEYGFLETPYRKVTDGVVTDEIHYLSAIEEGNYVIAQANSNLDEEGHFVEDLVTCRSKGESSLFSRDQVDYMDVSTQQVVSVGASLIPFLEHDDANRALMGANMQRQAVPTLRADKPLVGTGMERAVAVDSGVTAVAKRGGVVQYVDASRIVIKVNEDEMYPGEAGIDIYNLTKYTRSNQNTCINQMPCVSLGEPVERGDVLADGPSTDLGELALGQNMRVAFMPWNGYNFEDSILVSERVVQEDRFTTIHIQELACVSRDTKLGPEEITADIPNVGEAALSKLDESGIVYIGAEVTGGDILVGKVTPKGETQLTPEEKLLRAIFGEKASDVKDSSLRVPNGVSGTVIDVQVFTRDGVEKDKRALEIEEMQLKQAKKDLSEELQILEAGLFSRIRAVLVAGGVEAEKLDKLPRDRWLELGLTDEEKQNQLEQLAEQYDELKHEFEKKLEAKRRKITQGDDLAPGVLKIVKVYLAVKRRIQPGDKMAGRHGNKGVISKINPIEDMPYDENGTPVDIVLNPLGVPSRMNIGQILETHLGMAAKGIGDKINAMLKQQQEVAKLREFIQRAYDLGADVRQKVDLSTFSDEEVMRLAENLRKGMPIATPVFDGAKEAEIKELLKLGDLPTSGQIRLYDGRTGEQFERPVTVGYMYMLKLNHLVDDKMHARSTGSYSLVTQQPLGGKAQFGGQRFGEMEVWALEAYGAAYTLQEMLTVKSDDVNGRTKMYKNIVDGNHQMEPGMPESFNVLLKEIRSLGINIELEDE
SF1 activator – activates the human nuclear receptor SF-1. Q13285. 65,000 tested, 1.9% active. CHO-K1 Gal4-SF-1 LBD luciferase reporter; % increase over DMSO SF-1-specific signal. activation, % at 10 µM;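 active = activation above the mean activation of all tested compounds plus 3 SD, cut at about 50% in these data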
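Material: CHO-K1 cells with Gal4–hSF-1 LBD chimera plus Gal4-driven luciferase / Input: 4,000 CHO-K1 cells per well / Incubation: compound exposure 20 h at 37 °C / Signal: luminescence read 15 min after SteadyLite luciferase reagent, after room-temperature equilibration / Read-out: percent activation versus DMSO / Benchmarks: DMSO negative control and −SF1 background wells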
NADH coupling – inhibition of NAD/NADH coupling enzymes, library profiling. IC50, µM (titrated, usually from 10 µM), inactives show at the highest dose inhibition. 65,000 tested, 0.02% active. coupled PK/LDH NADH assays, four targets;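 active = single-dose screening hits from any of four coupled enzyme assays that gave an IC50 when retested across doses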;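 note: the DPM-DC format reads NADH fluorescence rather than 340 nm absorbance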
TNAP act mid DEA – activators of human TNAP at intermediate phosphate acceptor; P05186; purified TNAP, CDP-star luminescence, 100 mM DEA, 30 min; stronger effect = higher value; scale: 0 levamisole-inhibited, 1 vehicle-only enzyme; AID 813; 64,000 tested, under 10 active; activation factor at 20 µM;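 active = activation factor of at least 2 at 20 µM, relative to controls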
tolC growth inh – E. coli tolC mutant growth inhibition; E. coli BW25113 tolC mutant growth, OD615; 65,000 tested, 2.2% active; growth inhibition, % at 10 µM (by protocol);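 active = growth inhibition at or above a cutoff equal to the mean over every tested compound plus 3 SD, cut at about 60% in these data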;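 note: growth measured after 20 h incubation at 37 °C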
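Test system: E. coli BW25113 ΔtolC::kan bacteria; incubation: 37 °C, 20 h exposure; medium: LB broth supplemented with 50 µg/mL kanamycin; read-out basis: percent growth inhibition; signal: A615 absorbance measurement; compound: 10 µM final, single dose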
RORA act – activates the human nuclear receptor RORA; CHO-K1 Gal4-RORA LBD luciferase reporter, luminescence; percent increase over mock-subtracted basal signal; P35398; 65,000 tested, 1.5% active; activation, % at 10 µM; AID 560;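 active = activation above the mean of all tested compounds plus 3 SD, cut at about 49% in these data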;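 note: 0% = DMSO-treated RORA cells and 100% = added signal equal to DMSO minus mock-transfected cells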
M1 agonist – agonists of M1 muscarinic receptor; CHO-M1 cells, Fluo-4 calcium fluorescence, agonist mode; stronger effect = higher value; B-score at 10 µM; 64,000 tested, 3% active; AID 626;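 active = fluorescence rise, raw or as B-score row- and column-corrected plate score, outside the 99.7% band of its plate's samples, either direction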
M1 antag – antagonists of rat M1 muscarinic receptor; P08482; CHO-M1 cells, Fluo-4 calcium, ACh EC80 antagonist mode; stronger effect = lower value; B-score at 10 µM; AID 628; 64,000 tested, 3.4% active;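 active = calcium fluorescence response, raw or row-and-column corrected B-score, differing from the plate sample mean either way at a set confidence level, mostly lower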
* marks the source's active call; other numbers are inactive results; . = no result given; [ ] = another dose, or the depositor's remark. This is a subset; the hit share may differ from the screen's.

SMILES	Autofluor 339	E coli RNAP	SF1 activator	NADH coupling	TNAP act mid DEA	tolC growth inh	RORA act	M1 agonist	M1 antag
CC1CC2(O)c3no[n+]([O-])c3CCC2N1O (configuration not stated)	1.1	8	-6	0%	0.9	-17	-5	-0.52	-0.89
Cc1ccc(CN2CCN(CC(=O)N3CCC4(CC3)OCCO4)C2=O)cc1	1.1	6	-4	1%	1.1	-12	-7	0.1	0.6
Cn1c(O)c(C(=O)c2ccccc2)c(=O)n(C)c1=O	1.1	.	7	3%	.	-11	-6	0.8	-0.94
CCCC(C)C(=O)NC1CCSC1=O (configuration not stated)	1.1	-11	-5	0%	0.9	-4	-7	0.72	-0.41
CCCCCn1c(N)c(C(=O)NCCN2CCOCC2)c2nc3ccccc3nc21	2.1*	-5	-4	6%[fluoresces]	1.1	17	20	0.44	-0.022
CCN(CC)CCCN=Cc1c(O)n(-c2ccccc2F)c(=O)[nH]c1=O	1.1	9	2	3%	0.9	-11	32	-0.61	-2.3*
C=CCn1c(O)c(C(C)=Nc2ccc(NC(C)=O)cc2)c(=O)[nH]c1=O	1	5	-4	1%	0.9	-15	-6	0.21	0.67
C=CCn1c(O)c(C(C)=NCc2cccnc2)c(=O)[nH]c1=O	1	9	-2	3%	0.9	-41	-4	-0.45	1.6
O=C(c1cc(S(=O)(=O)N2CCOCC2)ccc1F)N1CCC2(CC1)OCCO2	1	-1	-5	4%	1	-10	7	-0.74	0.57
Cc1ccc2c(c1)CC1(CN2C)C(=O)NC(=O)N(c2cccc(C)c2C)C1=O (configuration not stated)	1.1	3	3	8%	0.9	-2	-16	0.23	-0.011
CCCCCCn1c(O)c(C=NC2CCCCC2N)c(=O)[nH]c1=O (configuration not stated)	1.1	7	8	3%	1	-14	2	-0.51	-0.049
CN(C)P(=NC(=S)c1cccn1C)(N(C)C)N(C)C	1	9	4	7%	0.9	4	-11	-0.29	0.21
COc1ccc(C(=O)CC2C(=O)N(C)C(=O)N(C)C2=O)cc1	1.1	.	7	4%	1.1	10	-7	0.1	-0.22
CCOC(=O)N(C)c1ccc(C(O)(C(=O)OCC)C(F)(F)F)cc1 (configuration not stated)	1.1	3	-27	8%	0.9	-9	15	0.67	1.1
CCN(CC)C(=O)c1ccc(NC(=O)CSc2nnnn2-c2cc(OC)ccc2OC)cc1	1.1	6	-6	8%	0.9	9	11	-0.51	-0.26
CCCCOCCCn1c(N)c(C(=O)OC(C)COC)c2nc3ccccc3nc21 (configuration not stated)	2.4*	-45	11	11%[fluoresces]	0.9	7	5	3.8	-0.8
Cc1ccc(S(=O)(=O)Nc2cc(C(=O)N3CCC4(CC3)OCCO4)ccc2N2CCCCC2)cc1	1.1	3	-2	7%	1	9	5	2.8*	-0.42
NC(=O)CN1CC(c2ccccc2)CC1=O (configuration not stated)	1.1	1	-18	2%	0.9	-17	9	-0.96	0.26
O=c1[nH]c(=O)n(CCc2ccc(F)cc2)c(O)c1C=NCCCN1CCOCC1	1.1	6	-9	8%	0.8	-2	-19	-0.16	0.13
O=C1CC(C(=O)N2CCC3(CC2)OCCO3)CN1CCc1ccccc1 (configuration not stated)	1.1	-1	12	7%	0.9	-13	-4	0.16	-0.71
Cc1cc(C)n2nc(C)[n+](C)c2n1	1.1	0	7	3%	1	-16	-19	-0.0048	-0.32
COc1ccc(-c2nc(CS(=O)CC(=O)N3CCC4(CC3)OCCO4)c(C)o2)cc1 (configuration not stated)	1.1	-7	-3	2%	1	-2	4	-0.17	0.86
CCC(=Nc1ccc(OC)cc1OC)c1c(O)[nH]c(=O)[nH]c1=O	1	5	-10	8%	1	-4	7	-0.0046	-0.36
CCC(=NCCO)c1c(O)n(-c2ccc(Cl)cc2)c(=O)[nH]c1=O	1.1	7	-1	2%	0.9	-17	10	-0.27	0.78
FC(F)(F)c1ccc2c(c1)NP(=S)(N1CCOCC1)c1nccn1-2 (configuration not stated)	1.1	-2	-16	2%	0.9	9	-22	-0.16	-0.96

Next section:
SMILES	Autofluor 339	E coli RNAP	SF1 activator	NADH coupling	TNAP act mid DEA	tolC growth inh	RORA act	M1 agonist	M1 antag
COc1ccccc1N1CCN(Cc2c(F)cccc2F)CC1	1	7	3	3%	0.9	-10	-8	0.87	0.023
CC1(C)NCCN2C(=O)CSC21 (configuration not stated)	1.1	9	-6	3%	0.8	2	-21	-1.3	-0.21
O=C(Nc1ccccc1OC(=O)N1CCCCC1)N1CCCCC1	1.1	2	1	1%	0.9	-11	-15	-0.2	0.024
COc1ccc2c(c1)CC1(CN2C)C(=O)NC(=O)N(CCc2ccccc2)C1=O (configuration not stated)	1.1	9	6	8%	0.8	-7	-10	-1.7	0.89
COc1cc2c(cc1OC)-c1c(OC)c(OC)cc3c1C(C2)N(C)CC3 (configuration not stated)	1.4	-2	-24	3%	1	18	-27	-1.5	-0.063
NC(=O)CSP(=O)(c1ccccc1)c1ccccc1	1	9	4	1%	0.9	-8	0	0.42	0.14
CCN(CC)CCOC(=O)c1cc2cc(COC)ccc2o1	1.1	1	3	7%	0.9	-14	10	0.0034	0.28
O=C(Cn1ncc2c3ccccc3n(Cc3cccc(Cl)c3)c2c1=O)N1CCC2(CC1)OCCO2	1.3	-3	21	6%	1	45	16	2.4	1.5
COc1cc(/C=N/n2cnnc2)ccc1OC(=O)N(C)C	1.1	3	-2	4%	1	-17	-9	-0.0092	0.0036
COc1ccc(C(=O)CN2CCOCC2)cc1F	1.1	8	-4	5%	0.8	-1	-10	-0.46	0.23
CCN(CC)CCCN=C(C)c1c(O)n(C2CCCCC2)c(=O)[nH]c1=O	1.1	4	-8	5%	0.9	-19	-2	0.7	-1.5
Cc1cc(C)n2nc(SCC(=O)N3CCC4(CC3)OCCO4)nc2n1	0.97	7	-9	8%	0.9	-10	-5	-0.16	0.68
CCC(=Nc1ccc2c(c1)CCC2)c1c(O)n(C2CCCCC2)c(=O)[nH]c1=O	1.2	1	-9	2%	0.9	-23	-7	0.15	0.093
COc1ccc(CN2CC3CC(C2)c2cccc(=O)n2C3)cc1OC (configuration not stated)	1.1	11	-10	4%	0.8	-12	-11	1.1	-1
O=C(Nc1cccc(Cl)c1)c1c(O)c2c(n(Cc3ccco3)c1=O)CCCC2	1.2	-4	-5	6%	0.9	27	40	-0.014	-0.34
CN(C)C(=O)Oc1ccc(C(=O)c2ccccc2)cc1	1.1	0	25	5%	1	-2	26	.	.
O=C1C2CCCN2C(c2cccnc2)N1c1nccs1 (configuration not stated)	1.1	11	-13	6%	1.1	-16	-18	0.82	-0.029
Cc1nc2ccccc2n1C1CCN(Cc2nnnn2CCc2ccccc2)CC1	0.83	5	-9	9%	0.9	10	6	-2.3	-0.87
CC(N)C(=O)c1ccco1 (configuration not stated)	1.1	-5	9	4%	1	-4	-21	0.34	-0.47
O=c1[nH]c2ccccc2c(=O)n1-c1cccc(Cl)c1	1.1	-1	-3	3%	1	-11	-16	0.17	1.8
Cc1cccn2c(=O)c3c(nc12)N1CCC(Cc2ccccc2)CC1C1(C3)C(=O)N(C)C(=O)N(C)C1=O (configuration not stated)	1.6	8	0	2%	0.8	67*	-18	-2.5	1.1
COc1ccccc1N1CCN(Cc2cccc(OC)c2O)CC1	1	7	-12	2%	0.9	-12	-10	-0.51	-1.1
CN(C)c1ccc(P(=S)(N(C)C)N(C)C)cc1	1.1	3	-6	2%	1	-2	11	-0.56	0.71
CCOC(=O)C1=C(N)OC2=C(C(=O)CCC2)C12C(=O)N1c3c(ccc(C)c32)C(C)=CC1(C)C (configuration not stated)	1.2	6	8	1%	0.9	70*	27	0.37	0.52
C=CP(=O)(O)c1ccccc1	1.1	1	-11	4%	1	-13	-10	.	.

Arranged by formula weight (ascending): 3 of the compounds above.
SMILES	Autofluor 339	E coli RNAP	SF1 activator	NADH coupling	TNAP act mid DEA	tolC growth inh	RORA act	M1 agonist	M1 antag
O=C1C2CCCN2C(c2cccnc2)N1c1nccs1 (configuration not stated)	1.1	11	-13	6%	1.1	-16	-18	0.82	-0.029
NC(=O)CSP(=O)(c1ccccc1)c1ccccc1	1	9	4	1%	0.9	-8	0	0.42	0.14
O=C(Nc1ccccc1OC(=O)N1CCCCC1)N1CCCCC1	1.1	2	1	1%	0.9	-11	-15	-0.2	0.024

Back to the main list, repeating the 4 entries before the break.
SMILES	Autofluor 339	E coli RNAP	SF1 activator	NADH coupling	TNAP act mid DEA	tolC growth inh	RORA act	M1 agonist	M1 antag
COc1ccccc1N1CCN(Cc2cccc(OC)c2O)CC1	1	7	-12	2%	0.9	-12	-10	-0.51	-1.1
CN(C)c1ccc(P(=S)(N(C)C)N(C)C)cc1	1.1	3	-6	2%	1	-2	11	-0.56	0.71
CCOC(=O)C1=C(N)OC2=C(C(=O)CCC2)C12C(=O)N1c3c(ccc(C)c32)C(C)=CC1(C)C (configuration not stated)	1.2	6	8	1%	0.9	70*	27	0.37	0.52
C=CP(=O)(O)c1ccccc1	1.1	1	-11	4%	1	-13	-10	.	.
CCOC(=O)c1[nH]c(C)c(C(=O)N2CCC3(CC2)OCCO3)c1C	1.1	2	1	3%	0.9	-10	-4	0.31	0.6
CCCCCCN=C(C)c1c(O)n(CCCC)c(=O)[nH]c1=O	1.1	-1	-14	3%	0.9	8	-13	0.36	0.73
CC(=O)[C@@]1(O)CC[C@H]2[C@@H]3CC=C4C[C@@H](O)CC[C@]4(C)[C@H]3CC[C@@]21C	1	4	-2	2%	0.9	9	-33	-0.21	-0.61
CCOCCCNC(=O)CN1C2CCC1CC(O)(c1ccc(OC)cc1)C2 (configuration not stated)	1.1	-1	11	4%	1	-6	6	0.085	0.57
C[C@]12CCC(=O)C=C1CC[C@@H]1[C@@H]2CC[C@]2(C)C(=O)CC[C@@H]12	1	5	-14	3%	0.9	8	-16	-0.61	-0.6
CC1CCN2c3nc4ccccn4c(=O)c3CC3(C(=O)N(C)C(=O)N(C)C3=O)C2C1 (configuration not stated)	1.8	7	-13	4%	0.9	-9	8	0.28	0.62
CCOC(=O)c1cc(C)n(CCc2cnc[nH]2)c1C	1	5	7	3%	0.9	-1	-1	0.0039	-0.39
CC1(C)C(C(=O)NCc2ccco2)C1(C)C	1.1	-2	1	2%	1	5	-17	1.9	-0.59
Cn1c(O)c(C(=O)c2ccccc2Cl)c(=O)n(C)c1=O	1	0	9	3%	0.9	2	2	-0.35	-0.17
CCCCn1c(N)c(C(=O)OCC2CCCO2)c2nc3ccccc3nc21 (configuration not stated)	3.9*	-10	26	7%[fluoresces]	0.9	43	10	3.5	-0.011
C[C@H]1CCC[C@@H](O)CCC/C=C/c2cc(O)cc(O)c2C(=O)O1	1.1	1	23	2%	0.9	26	14	-0.05	0.21
c1cncc(CNC2=NCCC2)c1	1.1	3	-11	5%	0.9	-5	2	0.54	-0.36
C(#CCN1CCOCC1)COCC#Cc1ccccc1	1	4	27	2%	0.9	-9	-6	-0.21	-0.16
CC(=NCCCO)c1c(O)n(Cc2ccccc2)c(=O)[nH]c1=O	1	9	-24	3%	0.9	-13	-24	-0.99	-0.022
C=CCn1c(O)c(C(C)=NCCCO)c(=O)[nH]c1=O	1	9	13	1%	0.8	-31	-12	-0.33	0.025
CCCNc1oc(-c2cccc3ccccc23)nc1C#N	3.8*	-18	42	6%[fluoresces]	0.9	-1	4	-0.67	-0.45
Cn1c(O)c(C=NC2CCN(Cc3ccccc3)CC2)c(=O)n(C)c1=O	1.1	11	-6	1%	0.9	15	-18	-0.29	-0.016

Screening results deposited in PubChem BioAssay by several laboratories.
